# TNAP activation fold: human TNAP enzyme activators, primary screen, biochemical, luminescent, no phosphate acceptor, uHTS (AID 1001); purified TNAP, luminescent activation assay, no phosphate acceptor; higher activation fold means a stronger effect; activation fold at 20 µM; hits with a dose series show EC50 in µM; actives 0.03% (n = 200,000); in the data active means activation fold from about 3, or a potency from the dose series; inactive means the rest, 99 in 100 with activation fold below about 1.6; further: many of its hits are not listed in these tables
# NTR1 agonist: agonists of NTR1, primary screen, imaging, U2OS cells, beta-arrestin-GFP, high content (AID 493036). NTR1-U2OS beta-arrestin-GFP spot imaging, agonist mode. activation, % at 20 µM. actives 0.17% (n = 330,000);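 active means activation at or above 40% of the spot to cytoplasm intensity ratio, with at least 20 cells analyzed; inconclusive means wells under 20 cells, flagged as cytotoxic or low count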;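 further: 0% = DMSO without peptide and 100% = 100 nM NTR1 peptide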
# Target sequence (P30989 whole entry, looked up): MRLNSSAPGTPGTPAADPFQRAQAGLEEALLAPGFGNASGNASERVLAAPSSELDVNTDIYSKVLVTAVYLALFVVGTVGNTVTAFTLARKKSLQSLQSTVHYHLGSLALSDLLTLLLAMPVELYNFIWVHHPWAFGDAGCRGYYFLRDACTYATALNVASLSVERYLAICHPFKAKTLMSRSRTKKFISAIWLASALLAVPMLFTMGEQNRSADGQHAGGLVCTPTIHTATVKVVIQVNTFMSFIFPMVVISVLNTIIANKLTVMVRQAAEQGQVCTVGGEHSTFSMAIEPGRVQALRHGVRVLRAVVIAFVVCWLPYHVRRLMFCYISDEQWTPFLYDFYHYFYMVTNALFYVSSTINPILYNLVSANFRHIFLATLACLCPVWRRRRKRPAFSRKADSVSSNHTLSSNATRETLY
# T cell modulator: T cell immune modulation candidate | 2C CD8+ T cell-vesicle binding, flow cytometry; stronger effect = lower value | calls only at 7 µM | actives 0.068% (n = 330,000) | AID 2052;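 active means response, share of CD8 T cells binding vesicles, and their 90th percentile fluorescence all below set limits, cut at about 80% in these data, passing the limit was not always enough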
#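 Assay system: 2C TCR transgenic mouse naive CD8+ T cells, MACS-purified | Read-out: CD8+ gate FL2 mean fluorescence as % of same-row positive control | Signal: High-throughput flow cytometry with anti-B7-1 and anti-CD8 staining | Timing: Binding step 1.5 h, 37 °C, antibody labelling 20 min, ice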
# Rac1 GTP hydrolysis: MgcRacGAP GTPase-activating activity inhibitors, confirmation, biochemical, ADP Hunter fluorescence | inhibition, % at 30 µM; hits with a dose series show IC50 in µM | actives 0.6% (n = 340,000) | MgcRacGAP-stimulated Rac1 GTP hydrolysis, ADP Hunter fluorescence; higher % means a stronger effect; GST-tagged Rac1 F28L mutant substrate;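 active means first-screen hits whose inhibition reached a set limit at any dose in the follow-up dose series; inconclusive means inhibition above the set first-screen limit but never retested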;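 further: fluorescence reports GDP produced by GAP-driven GTP hydrolysis; strong numbers were not always called active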
# Myeloid diff 2: promotes myeloid progenitor differentiation; AID 624256; ER-HoxA9 myeloid progenitors, lysozyme-GFP differentiation, flow cytometry; actives 1% (n = 360,000); calls only at 10 µM;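 active means normalized GFP-positive differentiation at or above the plate's own cutoff, the solvent-only control mean plus 3 SD; inconclusive means no clear call, values can overlap the other calls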;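 further: cells exposed to compound for four days before flow analysis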
# RSV antiviral HEp-2: inhibition of RSV-induced cytopathic effect – HEp-2 cells, primary 10 µM value included (AID 2391); HEp-2 cells, RSV-induced CPE inhibition; higher % means a stronger effect; one-dose CPE inhibition, % at 10 µM; IC50 in µM for titrated hits; actives 0.13% (n = 310,000); in the data active means a potency from the dose series; inconclusive means CPE inhibition mostly from about 23% at the one dose, without a potency; inactive means the rest, 99 in 100 with CPE inhibition below about 21%; further: strong numbers were not always called active
# Large T inhibition: TAg ATPase/helicase activity blockers – biochemical (AID 1903). SV40 large T antigen ATPase/helicase inhibition assay; higher % means a stronger effect. inhibition, % at 20 µM; hits with a dose series show IC50 in µM. actives 0.39% (n = 310,000); in the data active means a potency from the dose series; inconclusive means inhibition mostly from about 32% at the one dose, without a potency; inactive means the rest, 99 in 100 with inhibition below about 32%; further: strong numbers were not always called active
# Salmonella PhoP GFP: inhibitors of PhoP regulon expression, primary screen, Salmonella Typhimurium, GFP reporter (AID 1863); S. Typhimurium PhoP-regulated promoter GFP reporter, 4 h; higher % means a stronger effect; inhibition, % at 50 µM; hits with a dose series show IC50 in µM; actives 0.16% (n = 300,000);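 active means inhibition over 29.93%, a cutoff 3 SD above the screen mean, later confirmed by dose response; inconclusive means inhibition over 29.93% but no dose response follow-up; inactive means inhibition at most 29.93% or unconfirmed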;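 further: 0% = low Mg2+ inducing control and 100% = high Mg2+ repressing control; strong numbers were not always called active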
# UTI89 phage lysis: protection from phage-mediated lysis, alamar blue read-out – E. coli UTI89, K1F phage, bacterial capsule biogenesis inhibitors (AID 488966) | E. coli UTI89 K1F phage lysis, alamar blue, 2 h; higher % means a stronger effect | inhibition, % at 100 µM; hits with a dose series show IC50 in µM | actives 0.02% (n = 340,000);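 active means phage lysis inhibition, versus mean bacterial control, above a set limit; inconclusive means no clear call, values can overlap the other calls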;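 further: capsule biogenesis inhibitors block K1F phage lysis so surviving cells raise fluorescence; higher fluorescence means more inhibition of phage lysis; actives were called in the ten point dose series up to 300 µM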
# T cell modulator vesicle-bound %: further read-out of T cell modulator, marked with its call; double positive events, %; measured here: CD8+ vesicle-bound cell fraction;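 binding gate set so that unloaded-vesicle control wells show 10% double positive cells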
# NTR1 agonist cell count 20 µM: also measured in NTR1 agonist; calls as there; cell count; measured here: cell count, cytotoxicity flag
# Myeloid diff 2 GFP+ MAC1+ %: also measured in Myeloid diff 2; calls as there; GFP+ MAC1+ double positive, %; measured here: differentiation confirmed by MAC1 staining
# * = called active by the depositor; i = inactive; ? = inconclusive; · = not tested or not shown; [ ] = another dose, or the depositor's remark. Rows are unselected; overall some 2.3% were active at least once.
# Every second line gives: TNAP activation fold, NTR1 agonist, NTR1 agonist cell count 20 µM, T cell modulator, T cell modulator vesicle-bound %, Rac1 GTP hydrolysis, Myeloid diff 2, Myeloid diff 2 GFP+ MAC1+ %, RSV antiviral HEp-2, Large T inhibition, Salmonella PhoP GFP, UTI89 phage lysis
1. COC(=O)[C@H](CCSC)NC(=O)N1CCN(c2cccc(C(F)(F)F)c2)CC1
→ 1.1, 1.6, 55, i, 13, 7%, i, 13, -0.2%, 1%, -10%, 0.1%
2. CC(=O)C(C)Oc1ccc(Cc2ncc(C(F)(F)F)cc2Cl)cc1 (centres undefined)
→ 1.1, 0.8, 52, i, 36, 3%, i, 0.2, 8.9%, 0%, -8%, 0.3%
3. Cc1ccc(SCC(=O)N2c3ccccc3Sc3ccccc32)cc1
→ 1.1, 1.5, 27, i, 20, 7%, i, 1.1, 12%, 9%, 5%, -0.3%
4. N#CNC(=Nc1cccc(Cl)c1)Oc1ccccc1
→ ·, 2.1, 50, i, 13, 4%, i, 0.4, 7.4%, 5%, -10%, -0.2%
5. CCN(CC)S(=O)(=O)c1cc(NC(=O)C(C)OC(=O)c2[nH]c(C)c(C(C)=O)c2C)ccc1C (centres undefined)
→ 1.1, 3.1, 34, i, 52, 1%, i, 0.7, 8.6%, 18%, 0%, 0.1%
6. COc1ccc(NS(=O)(=O)c2cccc(NC(=O)c3cnccn3)c2)cc1Br
→ 1.1, 1.2, 80, i, 62, ·, i, 0.1, 3.0%, 0%, 4%, ·
7. Cc1ccc(NC(=O)CN(C)C(=O)/C=C/c2cccc(F)c2)cc1
→ 1, -1.0, 58, i, 32, -2%, i, 0.6, 1.8%, 0%, 12%, 0.2%
8. COc1cccc(-c2noc(Cn3nc(C)c([N+](=O)[O-])c3C)n2)c1
→ 1, 0.4, 40, i, 24, 16%, i, 0.8, 1.8%, 8%, 6%, 0.0%
9. O=C(O)CSCC(=O)Nc1ccccn1
→ ·, 0.0, 53, i, 38, 5%, i, 0.9, ·, 8%, -1%, -1.7%
10. O=S(=O)(Cc1cc(-c2ccccc2)no1)c1ccccc1
→ 1.1, -1.7, 45, i, 40, 2%, i, 0.3, 0.3%, 7%, 9%, 0.4%
11. Cc1nonc1NC(=O)CSc1nc2cc(Cl)ccc2c2c1CCCC2
→ 1, 9.6, 52, i, 10, 10%, i, 6.9, 2.8%, 0%, -11%, -0.9%
12. O=C(Nc1ccc(CN2CCOCC2)cc1)c1ccc2ccccc2c1
→ ·, 1.5, 50, i, 62, 6%, i, 0.3, 11%, 4%, -5%, -0.2%
13. O=C(CN1CCN(S(=O)(=O)c2ccc(F)c(Cl)c2)CC1)N1CCc2ccccc21
→ ·, -0.5, 47, i, 45, 5%, i, 1.1, 2.1%, ·, ·, 0.6%[50 µM]
14. COc1ccc(CCNC(=O)CCN2C(=O)COc3ccccc32)cc1OC
→ 1.1, -0.4, 50, i, 39, -1%, i, 7.5, 1.9%, 9%, -1%, 0.8%
15. Cc1ccccc1NC(=O)Cc1nc(COC(=O)CCC(=O)c2ccccc2)cs1
→ ·, -1.3, 55, i, 37, 6%, i, 1.0, 2.4%, ·, ·, 0.6%
16. COC(=O)c1ccc(/C=N\N2CCN(Cc3ccc(C)cc3)CC2)cc1
→ 1.1, 1.3, 78, i, 34, -3%, i, 1.2, 0.6%, -1%, -11%, -1.4%
17. O=C(COc1ccc(C(=O)c2ccc(F)cc2)cc1)NCc1ccc(F)cc1
→ 1, 0.2, 38, i, 47, 8%, ·, ·, 2.4%, 18%, 9%, 4.6%
18. Cc1c(Cl)cccc1NC(=S)NCC(C)C
→ 1, 1.0, 64, i, 50, 9%, i, 0.1, 13%, 6%, 6%, -0.1%
19. CCN(CC)S(=O)(=O)c1ccc2[nH]cc(C(=O)NCCc3ccc(OC)c(OC)c3)c(=O)c2c1
→ 1.2, 2.2, 35, i, 22, -1%, i, 0.7, -0.2%, 13%, -10%, 3.2%
20. OC(CCN1CCC2(CC1)OCCO2)C(F)(F)F (centres undefined)
→ 1.1, 1.0, 50, i, 63, 1%, i, 0.5, -2.5%, 5%, 3%, 0.2%

# Only Rac1 GTP hydrolysis, Myeloid diff 2 GFP+ MAC1+ % and RSV antiviral HEp-2, for 2 of the compounds above:
No. | canonical_smiles | Rac1 GTP hydrolysis | Myeloid diff 2 GFP+ MAC1+ % | RSV antiviral HEp-2
4 | N#CNC(=Nc1cccc(Cl)c1)Oc1ccccc1 | 4% | 0.4 | 7.4%
9 | O=C(O)CSCC(=O)Nc1ccccn1 | 5% | 0.9 | ·

# Following part:
# Every second line gives: TNAP activation fold, NTR1 agonist, NTR1 agonist cell count 20 µM, T cell modulator, T cell modulator vesicle-bound %, Rac1 GTP hydrolysis, Myeloid diff 2, Myeloid diff 2 GFP+ MAC1+ %, RSV antiviral HEp-2, Large T inhibition, Salmonella PhoP GFP, UTI89 phage lysis
21. CCOC(=O)[C@H]1[C@H]2COc3ccc(Cl)cc3[C@@H]2N2C(=O)CN(CC3CCCO3)C(=O)[C@@]12C (some centres undefined)
→ ·, 4.9, 40, i, 53, 6%, i, 2.3, 0.4%, ·, ·, -0.4%
22. Cc1nc2ccc(NC(=O)NC(=O)c3c(Cl)cccc3Cl)cc2o1
→ ·, 1.4, 50, i, 38, 5%, i, 0.7, 2.0%, 6%, -10%, 0.8%
23. COc1cccc(OC)c1C(=O)NNC(=O)c1ccccc1-n1cccc1
→ 1.2, -1.2, 33, i, 22, -13%, i, 0.9, 2.4%, 7%, 4%, -0.3%
24. COc1cc(NS(=O)(=O)c2ccc(NC(=S)NC(=O)COc3ccccc3OC)cc2)nc(OC)n1
→ 1, 0.3, 44, i, 5, 7%, i, 0.5, 3.8%, 11%, -3%, -0.5%
25. COc1ccc(Cl)cc1N/C(N)=N/c1nc(C)cc(C)n1
→ 1.1, 0.3, 93, i, 47, 3%, i, 0.3, -0.6%, ·, ·, -0.2%
26. O=C(Nc1ccccc1N1CCOCC1)c1cc(Cl)c2c(c1)OCO2
→ ·, -0.1, 49, i, 39, 6%, i, 0.8, 0.5%, ·, ·, 0.6%[50 µM]
27. O=C(CCN1C(=O)c2ccccc2C1=O)NCc1ccncc1
→ 0.9, 0.5, 59, i, 45, 5%, i, 4.0, -0.6%, 3%, -8%, 1.2%
28. COc1cc2c(cc1OC)C(c1ccccc1)CC2=O (centres undefined)
→ ·, -0.9, 54, i, 53, 9%, i, 0.6, ·, 7%, -6%, 0.5%
29. COCCn1nnnc1CN1CCC(O)(c2cccc(C(F)(F)F)c2)CC1
→ 1.1, 0.2, 48, i, 8, 8%, i, 2.0, -0.1%, 7%, -3%, 0.8%
30. O=C(Nc1ccc2nc[nH]c2c1)c1ccco1
→ 1, -0.6, 49, i, 54, 6%, i, 0.0, -0.2%, 14%, 9%, -2.5%
31. Cc1ccc(N(CC(=O)NCc2ccccn2)S(=O)(=O)c2ccccc2)cc1Cl
→ ·, 0.0, 66, i, 60, 3%, i, 0.7, 2.3%, 10%, 3%, 0.6%
32. COCCN(C(=O)CSc1nnc(-c2cccs2)n1N)c1c(N)n(Cc2ccccc2)c(=O)[nH]c1=O
→ ·, -0.3, 66, i, 48, 5%, i, 0.5, 0.9%, 25%, -8%, -0.1%
33. Cc1cc(NS(=O)(=O)c2ccc(NC(=O)COc3ccccc3[N+](=O)[O-])cc2)no1
→ ·, 0.9, 57, i, 65, 8%, i, 4.2, 0.2%, 14%, -6%, 0.1%
34. CCCN1C(=O)c2cc(C(=O)Nc3ccc(OC)c(OC)c3)ccc2C1Nc1ccc(OC)c(OC)c1 (centres undefined)
→ 1, -0.4, 86, i, 42, 8%, i, 0.9, -0.1%, 7%, -4%, 0.0%
35. CC(C)c1ccc(NC(=O)c2ccc3c(c2)CCN3S(C)(=O)=O)cc1
→ ·, 6.0, 79, i, 45, 13%, i, 1.0, ?, 6%, -1%, 0.2%
36. Cc1ccc(NC(=O)c2oc3ccccc3c2NC(=O)C2CC2)cc1
→ ·, 2.9, 55, i, 38, 9%, i, 0.6, 2.0%, 13%, -4%, 0.3%
37. C=C(C)C(=O)N1CC2(CC(c3cccc(NC(=O)COc4ccc(Cl)cc4)c3)=NO2)C[C@@H]1C(N)=O (some centres undefined)
→ ·, 3.4, 55, i, 40, 10%, i, 2.3, 3.8%, 6%, 2%, 3.5%
38. O=C(CN1C(=O)NC2(CCCC2)C1=O)Nc1nc(-c2ccc(F)c(F)c2)cs1
→ ·, 2.9, 111, i, 39, 5%, i, 0.4, 3.4%, ·, ·, 0.6%[50 µM]
39. NC(=O)CC1NC(=O)c2ccccc21 (centres undefined)
→ 1.2, 0.8, 94, i, 55, 6%, i, 1.0, 0.9%, 15%, -6%, 0.0%
40. COc1ccc(OC)c(S(=O)(=O)N(C)CC(=O)N2CCN(c3ccccc3)CC2)c1
→ 1.1, -1.0, 57, i, 19, 12%, i, 0.8, 1.1%, -3%, -2%, 1.6%
41. CSC(=Nc1cccc(C)c1)NC#N
→ 1, 1.5, 52, i, 50, 1%, i, 0.3, 0.7%, 6%, 8%, 7.8%
42. COc1cc(NC(=O)c2ccccc2)c(OC)cc1NC(=O)CN1C(=O)N(C)C2(CCCCC2)C1=O
→ ·, 1.3, 61, ·, ·, 5%, i, 1.4, ·, ·, ·, 0.6%[50 µM]
43. CCOc1cc(/C=N/Nc2nn3cnnc3c3ccccc23)ccc1O
→ ·, 4.0, 67, i, 26, ?, i, 0.3, -1.5%, 31%, 7%, -0.4%[50 µM]

# For convenience, two of the compounds above:
# Every second line gives: TNAP activation fold, NTR1 agonist, NTR1 agonist cell count 20 µM, T cell modulator, T cell modulator vesicle-bound %, Rac1 GTP hydrolysis, Myeloid diff 2, Myeloid diff 2 GFP+ MAC1+ %, RSV antiviral HEp-2, Large T inhibition, Salmonella PhoP GFP, UTI89 phage lysis
21. CCOC(=O)[C@H]1[C@H]2COc3ccc(Cl)cc3[C@@H]2N2C(=O)CN(CC3CCCO3)C(=O)[C@@]12C (some centres undefined)
→ ·, 4.9, 40, i, 53, 6%, i, 2.3, 0.4%, ·, ·, -0.4%
22. Cc1nc2ccc(NC(=O)NC(=O)c3c(Cl)cccc3Cl)cc2o1
→ ·, 1.4, 50, i, 38, 5%, i, 0.7, 2.0%, 6%, -10%, 0.8%

# Assay outcomes from PubChem.
